Screening results as filed in PubChem.
FN deposition inh: fibronectin deposition inhibition; inhibition, % at 12.6 µM; AH1F fibroblasts, Alexa488-fibronectin deposition fluorescence, overnight; 350,000 compounds, 0.086% hits; AID 743247;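 active = mean inhibition across replicates of 30% or more, regardless of how many single replicates reach that level; inconclusive = mean under 30% yet at least half of replicates reach 30%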;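 also: positive control wells lacked labelled fibronectin entirely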
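Measured by – fluorescence 485/525 nm · System – AH1F fibroblast monolayer, labelled fibronectin deposition · Amount – 10000 cells per well · Buffer or medium – serum-reduced DMEM (2% serum) · Doses – single dose, pinned · Also added – fluorescent fibronectin at 24 nM final · Schedule – 1 h cell attachment, overnight exposure to compound and label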
Cneo AK release: causes C. neoformans cell lysis; adenylate kinase release luminescence, 4 h; normalised: neutral wells 0, clomiphene wells 100; lysis activity, % at 15 µM; 360,000 compounds, 0.2% hits; AID 651654;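 active = mean lysis activity across replicates of at least 80%, whatever share of replicates individually reach that level; inactive = mean lysis activity below 80%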
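read-out = cell lysis signal | test system = log-phase Cryptococcus neoformans yeast cells | input = cells at 5 × 10^6 per mL | medium = fresh YPD growth medium | signal = luminescent adenylate kinase detection reagent | timing = 4 h at 37 °C static, read 1 h later | dosing = single dose | controls = Clomiphene as positive lysis control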
PGC1a acetyl inh: PGC1a acetylation modulation, inhibitor mode; U2OS PGC1a acetylation, AlphaScreen anti-acetyl-lysine; with virally co-expressed GCN5 acetyltransferase; inhibition, % at 15.6 µM; 350,000 compounds, 0.17% hits;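 active = every replicate shows inhibition of at least 40%; inconclusive = mean inhibition at least 40% but some replicate below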;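 also: 0% = neutral control wells and 100% = positive control wells; some results beyond the cut were filed as inactive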
LGR2 antag: Drosophila LGR2 receptor signaling inhibition; HEK293 LGR2, CRE-luciferase, bursicon-stimulated, 4 h; inhibition, % at 9.99 µM; 380,000 compounds, 0.35% hits; AID 720647;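 active = drop in luminescence signal, shown as inhibition above about 50% in the replicate tests, limit read from the data, passing the limit was not always enough; inconclusive = probably only some replicates passing the limit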;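 also: agonist challenge used bursicon conditioned medium at about half maximal strength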
miR-122 sensor: blocks miR-122 activity in Huh7 sensor cells; activation (reporter increase), % at 12.5 µM; Huh7 miR-122 Renilla luciferase sensor, 48 h; neutral wells = 0, positive control = 100; 340,000 compounds, 0.3% hits; AID 602342;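 active = mean replicate activation score at least 90 and every replicate individually at or above 90; inconclusive = only one of the two criteria met; inactive = neither criterion met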;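 also: higher luciferase means less miR-122 activity so hits act as miR-122 inhibitors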
EWS-Fli block: blocks EWS/Fli oncoprotein-driven transcription | A673 NR0B1-luciferase reporter, viability-normalised | inhibition, % at 12.6 µM | 350,000 compounds, 0.67% hits | AID 651661;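 active = mean inhibition of at least 50% after viability correction, with every replicate also passing that limit; inconclusive = mean reaches 50% but only one of two replicates passes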;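 also: firefly luciferase signal divided by Alamar Blue viability fluorescence both relative to DMSO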
Casp6 inh: inhibitors of human caspase-6 | 350,000 compounds, 0.53% hits | inhibition, % at 12.5 µM | P55212 | purified caspase-6, Z-VEID-R110 cleavage fluorescence | AID 686996;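 active = mean inhibition across replicates at least about 35%, with every replicate also reaching that limit, limit read from the data; inconclusive = only one of the two criteria met; inactive = neither criterion met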;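 also: 0% = median of neutral control wells and 100% = no fluorescence left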
Target sequence (P55212 24-179 limits assumed): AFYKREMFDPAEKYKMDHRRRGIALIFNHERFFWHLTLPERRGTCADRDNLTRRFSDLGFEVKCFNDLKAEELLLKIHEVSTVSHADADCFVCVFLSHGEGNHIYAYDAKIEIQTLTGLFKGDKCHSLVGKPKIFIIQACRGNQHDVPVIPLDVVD
Target sequence (P55212 194-293 limits assumed): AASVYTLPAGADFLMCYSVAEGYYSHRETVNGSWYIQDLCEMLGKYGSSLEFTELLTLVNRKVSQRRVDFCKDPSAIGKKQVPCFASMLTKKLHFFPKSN
PAX8 inh HTS: inhibitors of PAX8 transcriptional activity in RMG-I cells; RMG-I TPO-luciferase reporter, SteadyGlo, 24 h; inhibition, % at 12.6 µM; 360,000 compounds, 1.2% hits; AID 652154;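 active = mean replicate inhibition at least 60% with every replicate also reaching 60%; inconclusive = only one of the two criteria is met; inactive = mean below 60% and not all replicates reaching 60%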;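 also: luciferase light reporting Pax8 driven TPO promoter activity; plate controls were median of neutral control wells for no effect and mitoxantrone controls for full effect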
* marks the source's active call; other numbers are inactive results; ? = inconclusive; · = no result given; & = joins results of further samples; [ ] = dose if it differs, or a comment.

SMILES | FN deposition inh | Cneo AK release | PGC1a acetyl inh | LGR2 antag | miR-122 sensor | EWS-Fli block | Casp6 inh | PAX8 inh HTS
C[C@H]1CN([C@@H](C)CO)C(=O)Cc2cc(NS(=O)(=O)c3cccs3)ccc2O[C@H]1CN(C)Cc1ccc(C(=O)Nc2ccccc2N)cc1 | · | · | -12 | 0 | · | · | 5 | 32
O=C(C[C@@H]1C[C@@H]2c3cc(NC(=O)C4CCOCC4)ccc3O[C@@H]2[C@@H](CO)O1)NCc1ccccc1 | -24 | 57 | -11 | -4 | 4[16.7 µM] | 7 | -1 | 1
CCOc1ccc(NC(=O)CN(C)C(=O)c2sc3ccccc3c2Cl)cc1OCC | -4 | 0 | · | 15 | -1 | 3 | 9 | 16
COc1ccc(NC(=O)c2ccncc2)cc1S(=O)(=O)N1CCCCC1 | 4 | 3 | 2 | 2 | 14 | 3 | -1 | 11
CC1CCN(S(=O)(=O)CCNC(=O)c2ccccc2)CC1 | -9 | -1 | -1 | -11 | -5 | 1 | -4 | -9
O=C(Nc1ccc(F)cc1)C1CCN(C(=O)c2ccc(F)cc2)CC1 | 9 | -1 | 2 | · | -6 | 4 | -2 | 0
CCCC(=O)Nc1ccc(NC(=O)c2ccco2)c(OC)c1 | · | -1 | 4 | -68 | -1 | -87 | -1 | ·
COc1ccc(S(=O)(=O)Nc2ccc3c(c2)CC(=O)N([C@@H](C)CO)C[C@@H](C)[C@H](CN(C)C(=O)NC2CCCCC2)O3)cc1 | · | 0 | 0 | -1 | -2[16.7 µM] | -3 | -1 | -11
CCN(CC)C(=O)Cn1cc(SCC(=O)NC)c2ccccc21 | 2 | · | -6 | 16 | · | 4 | 0 | -26
CO[C@@H]1CN(C)C(=O)c2cc(NC(C)=O)ccc2OC[C@@H](C)N(Cc2ccccc2C(=O)O)C[C@@H]1C | -3 | -3 | ? | 3 | -6[16.7 µM] | -2 | -1 | 2
COc1ccc(/C=C/C(=O)Nc2nc(C)c(C(=O)N(C)C)s2)cc1OC | -5 | -4 | -1 | -5 | -9 | -9 | -2 | 17
NC(=O)C1(N2CCCCC2)CCN(CC(=O)Nc2ccccc2Sc2ccccc2)CC1 | · | -2 | -8 | · | 0 | 10 | 7 | ·
COc1ccc(C(=O)NNC2=NCCCCC2)cc1 | 0 | · | · | -9 | · | -7 | -2 | -7
CCC1(C)Cc2ccccc2-c2nc(SCC(N)=O)[nH]c(=O)c21 (configuration not stated) | 9 | -1 | 5 | -6 | 1 | 5 | 0 | -7
O=C(NCc1ccccn1)Nc1ccc(F)c(Cl)c1 | 2 | -12 | 2 | 5 | -2 | -17 | 0 | 0
COc1ccc(NC(=O)N(C)C[C@H]2Oc3c(NC(=O)NC4CCCCC4)cccc3C(=O)N([C@H](C)CO)C[C@@H]2C)cc1 | 2 | -1&-3 | -8&-3 | 10&16 | -1[16.7 µM] | 2 | -2&-1 | 2&-7
Cc1ccc(S(=O)(=O)N(CCC(=O)NCC(c2ccccc2)N(C)C)c2ccccc2)cc1 (configuration not stated) | 2 | 1 | · | -6 | · | 1 | -9 | 18
CCC(=O)N1C[C@@H](C)[C@H](OC)CN(C)C(=O)c2cc(NC(=O)Nc3ccc(Cl)cc3)ccc2OC[C@H]1C | 8 | 1 | -2 | -1 | -5[16.7 µM] | 23 | · | ·
Cc1ccc(CN2[C@@H](CC3CCCCC3)COCCS2(=O)=O)cc1 | 13 | 1 | · | 2 | -1 | 9 | -2 | 2
Cc1nnc(NC(=O)c2cc(-c3ccco3)nc3ccccc23)s1 | 11 | -3 | -6 | -10 | · | -4 | 53* | 9
O=C(CSc1nc2ccccc2c(=O)n1CCCO)NCc1ccccc1 | 2 | 1 | -7 | · | 6 | · | · | ·
COc1ccc2c(c1)c(CC(=O)NCc1cc([N+](=O)[O-])ccc1O)c(C)n2C(=O)c1ccc(Cl)cc1 | · | 1 | -2 | 3 | 5 | 1 | 1 | -1
C[C@H](NC(=O)C[C@H]1CC[C@H]2[C@@H](COC[C@H](O)CN2Cc2cc(F)ccc2F)O1)c1ccccc1 | -11 | 0 | 0 | -3 | -1[16.7 µM] | 6 | 0 | 11
NC(COCc1ccccc1)c1csc(Nc2nccc(C(F)(F)F)n2)n1 (configuration not stated) | 1 | 4 | · | -12 | 1 | -7 | -4 | -17
CCOC(=O)C1C(=O)C(=O)N(C(C)C)C1C(=O)OCC (configuration not stated) | 9 | -2 | -10 | -13 | · | -4 | -1 | -3
CCC(=O)N1[C@H](CO)[C@H]2c3ccccc3N(C(=O)CC(F)(F)F)C[C@H]21 | · | -5 | 3 | 5 | -33[16.7 µM] | 8 | 1 | 3
Cc1c(NS(=O)(=O)c2cc(C(=O)NCc3cccnc3)cc(Cl)c2Cl)c(=O)n(-c2ccccc2)n1C | 7 | 0 | · | -4 | 3 | 6 | 4 | 9
CCNC(=O)C(=O)NCC(c1ccc2c(c1)OCO2)N1CCOCC1 (configuration not stated) | -4 | 0 | 9 | 12 | 0 | -7 | 0 | -13
CC(C)c1ccc(-c2nc3c([nH]2)c(=O)n(C)c(=O)n3C)cc1 | · | 2 | -1 | -8 | 16 | · | · | ·
COC(=O)c1c(NC(=O)CS(=O)(=O)c2ccccc2)sc(C)c1C | -4 | · | · | 14 | · | 0 | 3 | 17

3 compounds already listed, sorted by number of heavy atoms, low to high:
SMILES | FN deposition inh | Cneo AK release | PGC1a acetyl inh | LGR2 antag | miR-122 sensor | EWS-Fli block | Casp6 inh | PAX8 inh HTS
CC(C)c1ccc(-c2nc3c([nH]2)c(=O)n(C)c(=O)n3C)cc1 | · | 2 | -1 | -8 | 16 | · | · | ·
Cc1ccc(S(=O)(=O)N(CCC(=O)NCC(c2ccccc2)N(C)C)c2ccccc2)cc1 (configuration not stated) | 2 | 1 | · | -6 | · | 1 | -9 | 18
COc1ccc(NC(=O)N(C)C[C@H]2Oc3c(NC(=O)NC4CCCCC4)cccc3C(=O)N([C@H](C)CO)C[C@@H]2C)cc1 | 2 | -1&-3 | -8&-3 | 10&16 | -1[16.7 µM] | 2 | -2&-1 | 2&-7

(more compounds)
SMILES | FN deposition inh | Cneo AK release | PGC1a acetyl inh | LGR2 antag | miR-122 sensor | EWS-Fli block | Casp6 inh | PAX8 inh HTS
CC(=O)OCCn1c(C)[n+](CCOC(C)=O)c2cc(Cl)c(Cl)cc21 | -4 | · | ? | 33 | · | -2 | 1 | -9
CN1C(=O)c2cc(NC(=O)C3CCCC3)ccc2OC[C@H]2O[C@@H](CC(=O)NCC3CC3)CC[C@@H]21 | 5 | 1 | 0 | -12 | 5[16.7 µM] | 5 | 3 | 27
Cn1c(=O)c2c(nc(SCCNS(=O)(=O)c3ccccc3)n2C)n(C)c1=O | -5 | 1 | 12 | · | 21 | · | · | ·
O=C(CSc1nnc(-c2cccc(S(=O)(=O)N3CCCC3)c2)n1-c1ccccc1)Nc1cccc(C(=O)O)c1 | 9 | -6 | -8 | -2 | 0 | -2 | 3 | 14
Cn1cc(-c2csc(C(O)c3ccccc3)n2)cn1 (configuration not stated) | -2 | 1 | 1 | 3 | 0 | -9 | -2 | -22
CCCC(=O)Nc1ccc2c(c1)OC[C@@H](C)N(CC1CCOCC1)C[C@@H](C)[C@@H](OC)CN(C)C2=O | -2 | 1 | -3 | -23 | · | 6 | 1 | 0
O=C(Nc1nc2cc3c(cc2s1)OCO3)c1cccc(N2C(=O)CCC2=O)c1 | 3 | -13 | 8 | -38 | -7 | -20 | -4 | -42
CCC1=NC(c2ccc(OC)cc2OC)N(O)C1(C)C (configuration not stated) | 13 | 8 | 1 | 3 | · | · | · | ·
O=C(Nc1ccc2c(c1)CCC2)C1COc2ccccc2O1 (configuration not stated) | · | -1 | -4 | -76 | 2 | -57 | 2 | ·
Cc1[nH]c2ccccc2c1CCN(Cc1cccs1)C(=S)NC(C)(C)C | -8 | 1 | -6 | 12 | 18 | -3 | -1 | -2
CCOc1ccc(CCNC(=O)CCC(=O)N2CCSc3ccccc32)cc1OCC | -24 | -4 | 9 | 4 | 2 | -10 | -2 | 22
COc1ccc(CNC(=O)Cn2nc(C)n3cccc3c2=O)cc1 | -2 | -2 | 2 | -3 | -6 | · | 4 | -5
Cc1ccc(S(=O)(=O)N(C)C[C@@H]2OCCCC[C@@H](C)Oc3ccc(NC(=O)Nc4cccc5ccccc45)cc3C(=O)N([C@H](C)CO)C[C@H]2C)cc1 | -5 | 43 | -16 | 1 | -10[16.7 µM] | 0 | 0 | -3
COc1ccc(S(=O)(=O)N2CCCC(C(=O)Nc3ccc(OC)c(OC)c3)C2)cc1 (configuration not stated) | 6 | -1 | -6 | · | -6 | · | · | ·
CN(CC1CCOCC1)C(=O)CC1C(=O)NCCN1CC1CCCCC1 (configuration not stated) | -1 | 2 | 5 | · | 2 | 11 | -4 | 10
CC(C)Cn1nc(NS(=O)(=O)c2ccccc2)c2cc3ccccc3nc21 | · | -1 | 3 | · | 3 | · | · | -8
COc1cc(OC)cc(C(=O)NC(=S)Nc2nnn(C)n2)c1 | 1 | · | · | 3 | · | 0 | 2 | -37
N#C[C@H]1[C@H](c2ccc(C#Cc3ccccc3F)cc2)[C@H](CO)N1C(=O)c1cccnc1 | 25 | -5 | -15 | 19 | · | -12 | 1 | -11
CCn1nnc(NC(=O)C(C)(c2ccccc2)c2ccccc2)n1 | -5 | -1 | 0 | -21 | 0 | -6 | 1 | -21
Cc1c2cnn(CC(=O)N3CCOCC3)c(=O)c2c(C)n1Cc1ccccc1F | 3 | 1 | -3 | 19 | -9 | 2 | -1 | -23
C[C@@H]1CCCCO[C@@H](CN(C)C(=O)NC2CCCCC2)[C@H](C)CN([C@@H](C)CO)C(=O)c2cc(NC(=O)Nc3ccc(F)cc3)ccc2O1 | -8 | 1 | -10 | 10 | -8[16.7 µM] | -6 | 0 | 18
CCN(CCCNC(=O)C1CCN(S(=O)(=O)CC)CC1)c1cccc(C)c1 | · | 1 | -10 | 6 | -4 | 2 | 0 | ·
O=C(Nc1nnc(S(=O)(=O)N2CCN(c3ccc(F)cc3)CC2)s1)c1ccccc1 | 7 | 3 | · | -53 | · | · | -1 | -30
COc1ccccc1CN1C(=O)CN(C2CCCC2)C(=O)C1c1ccc(F)cc1 (configuration not stated) | · | 1 | -3 | -9 | -1 | 0 | 1 | ·
COc1ccc(CN(C)C[C@@H]2OCCCC[C@H](C)Oc3ccc(NC(=O)c4ccccc4)cc3C(=O)N([C@H](C)CO)C[C@@H]2C)cc1 | · | -8 | 2 | 8 | -3[16.7 µM] | -6 | -2 | -5
Cc1cc(C)c(C)c(S(=O)(=O)NCCN2CCOCC2)c1C | -4 | 1 | 0 | -6 | 85 | -1 | 1 | 8
CC(=O)NS(=O)(=O)c1ccc(NC(=O)CSc2ccc(C)cc2)cc1 | -1 | 0 | 9 | 9 | 4 | 0 | 5 | 37
Cc1ccc(OCC(=O)N2N=C(C(F)(F)F)CC2(O)C(C)(C)C)cc1C (configuration not stated) | 26 | 2 | 3 | · | 2 | · | · | 17
C[C@@H]1CN([C@@H](C)CO)C(=O)c2cc(NC(=O)Nc3ccccc3)ccc2O[C@@H](C)CCCCO[C@@H]1CN(C)S(=O)(=O)c1ccccc1 | 0 | -3 | -2 | -1 | 17[16.7 µM] | -7 | 0 | -4
CC(=O)N(CCC(c1ccco1)C(C)C)Cc1ccc(Cl)cc1 (configuration not stated) | -10 | -4 | -7 | · | 7 | 10 | 5 | 5
